Statin myotox sup = suppressors of statin myotoxicity in C2C12 myotubes, primary screen, cell-based, single point, plate reader | rescue of ATP level, % at 7.49 µM | 330,000 compounds, 0.78% hits | C2C12 myotubes + simvastatin, ATP luminescence, 48 h; scaled: DMSO 0, geranylgeraniol control 100 | AID 602340, 2012;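 active means mean ATP rescue above about 67%, or every replicate alone reaching that limit, limit read from the data, passing the limit was not always enough; inconclusive means no clear call, values can overlap the other calls; inactive means mean under the limit and some replicate under it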;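 further: myotubes were challenged with 10 µM simvastatin during compound exposure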
ERp5 inh = inhibitors of ERp5-driven insulin aggregation, primary screen, biochemical, turbidity, absorbance 650 nm, single point | 90 min | 350,000 compounds, 0.05% hits | inhibition, % at 9.99 µM;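 active means mean replicate inhibition above about 25%, with every replicate also reaching it, limit read from the data, passing the limit was not always enough; inconclusive means only one of those two criteria met; inactive means neither criterion met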
Target sequence (Q15084 whole entry, looked up): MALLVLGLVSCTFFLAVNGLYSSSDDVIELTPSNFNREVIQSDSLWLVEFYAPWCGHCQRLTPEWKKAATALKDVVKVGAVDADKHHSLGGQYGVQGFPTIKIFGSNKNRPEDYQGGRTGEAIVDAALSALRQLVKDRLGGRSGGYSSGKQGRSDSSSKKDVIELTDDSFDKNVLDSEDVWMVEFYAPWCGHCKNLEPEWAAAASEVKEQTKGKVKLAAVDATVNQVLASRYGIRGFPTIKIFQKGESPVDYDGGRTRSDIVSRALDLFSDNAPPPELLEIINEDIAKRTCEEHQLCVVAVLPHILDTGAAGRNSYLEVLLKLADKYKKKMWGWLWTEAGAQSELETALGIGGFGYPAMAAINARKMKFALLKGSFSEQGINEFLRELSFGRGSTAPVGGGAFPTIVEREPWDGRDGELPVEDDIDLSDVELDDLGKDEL
esBAF inh = Bmi1 luciferase reporter increase in mESCs, primary screen, esBAF inhibitor project, mouse ES cells, Bmi1 luciferase knock-in, single point; 350,000 compounds, 2% hits; 24 h; 100% = twice the neutral-well signal; reporter increase, % at 12.5 µM; in the data active means activation above about 40%; inconclusive means no clear call, values can overlap the other calls;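 further: 0% = median of the plate's neutral control wells and 100% = double that signal; a rise in the Bmi1 reporter signal indicates esBAF inhibition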
ARNT TACC3 PPI = disruptors of ARNT/TACC3 protein interaction, primary screen, biochemical, AlphaScreen, single concentration; Transforming acidic coiled-coil-containing protein 3 (Homo sapiens), Q9Y6A5; AlphaScreen His-ARNT PAS-B/GST-TACC3 binding, luminescence; TACC3 fragment carries E629A point mutation; inhibition, % at 9.99 µM; 390,000 compounds, 0.66% hits; AID 623870, 2012;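 active means mean inhibition of replicates at least 50% and at least half of replicates each reaching 50%; inconclusive means half or more replicates reach 50% but mean below 50%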;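 further: 0% = complete ARNT plus TACC3 wells and 100% = ARNT alone without TACC3; many hits fall short of the cut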
Cneo AK release = Cryptococcus neoformans cell lysis inducers, primary screen, AK release luminescence, single concentration. C. neoformans lysis, adenylate kinase release luminescence, 4 h; normalised: neutral wells 0, clomiphene wells 100. lysis activity, % at 15 µM. 360,000 compounds, 0.2% hits. AID 651654, 2012;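 active means mean lysis activity across replicates of at least 80%, whatever share of replicates individually reach that level; inactive means mean lysis activity below 80%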
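Test system: log-phase Cryptococcus neoformans yeast cells. Input: 5 × 10^6 yeast cells/mL. Medium: fresh YPD growth medium. Doses: single dose. Incubation: static 4 h at 37 °C with compound, 1 h detection. Measured by: luminescent adenylate kinase detection reagent. Read-out: signal increase indicating cell lysis. Benchmarks: Clomiphene.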
SIRT5 block = SIRT5 desuccinylase inhibitors, primary screen, biochemical, fluorescence imaging, single point, set 5; 330,000 compounds, 1.1% hits; inhibition, % at 15 µM; NAD-dependent protein deacylase sirtuin-5, mitochondrial (Homo sapiens), Q9NXA8; Purified SirT5, succinyl-peptide AMC, trypsin-coupled fluorescence; in the data active means inhibition above about 15%; inconclusive means no clear call, values can overlap the other calls
Target sequence (Q9NXA8 whole entry, looked up): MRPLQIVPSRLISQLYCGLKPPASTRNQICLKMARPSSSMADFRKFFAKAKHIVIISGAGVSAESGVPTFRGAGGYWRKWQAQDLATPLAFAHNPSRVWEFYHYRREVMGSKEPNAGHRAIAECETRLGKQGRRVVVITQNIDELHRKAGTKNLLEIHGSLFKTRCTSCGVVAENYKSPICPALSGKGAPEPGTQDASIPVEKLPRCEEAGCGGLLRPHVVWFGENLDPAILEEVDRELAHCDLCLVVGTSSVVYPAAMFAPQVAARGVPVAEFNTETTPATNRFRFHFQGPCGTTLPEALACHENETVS
miR122 inh = miR-122 Renilla sensor signal increase in Huh7, primary screen, miR-122 inhibitor project, cell-based, single point, plate reader; Huh7 miR-122 Renilla luciferase sensor, 48 h; neutral wells = 0, positive control = 100; activation (reporter increase), % at 12.5 µM; 340,000 compounds, 0.3% hits;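 active means mean replicate activation score at least 90 and every replicate individually at or above 90; inconclusive means only one of the two criteria met; inactive means neither criterion met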;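 further: higher luciferase means less miR-122 activity so hits act as miR-122 inhibitors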
* hit, by the source's call; ? = inconclusive; · = no result given; & = joins results of further samples; [ ] = remark or other dose.

mol	esBAF inh	Cneo AK release	ARNT TACC3 PPI	ERp5 inh	SIRT5 block	miR122 inh	Statin myotox sup
C[C@H](CO)N1C[C@H](C)[C@@H](CN(C)S(=O)(=O)c2ccccc2)Oc2ccc(NC(=O)Nc3ccc4c(c3)OCO4)cc2CC1=O	-3	·	·	-2	4	-7[16.7 µM]	9
Cc1c(N=C/C=C2/N(C)c3ccccc3C2(C)C)c(=O)n(-c2ccccc2)n1C	-5&-4	0	10	0	·	0&-7	-4&-12
COc1ccccc1N1CCN(C(=O)C2CCCN(S(=O)(=O)c3ccc(C)cc3)C2)CC1 (configuration not stated)	12	0	20	-1	-3	-13	33
C/C=C/c1cnc2c(c1)C(=O)N([C@H](C)CO)C[C@@H](C)[C@@H](CN(C)C(=O)c1cccc(F)c1)O2	-7	7	2	0	1	·	-4
C[C@H]1CN([C@@H](C)CO)C(=O)CCCn2cc(nn2)CO[C@@H]1CN(C)Cc1ccc(Oc2ccccc2)cc1	-6	·	·	·	·	-4[16.7 µM]	10
CC(C)C[C@H](NC(=O)[C@@H]1O[C@H]1C(=O)O)C(=O)NCCCCN=C(N)N	-3	-1	-1	2	-6	-4	-3
CC1CN(C(=O)CCC(=O)NCc2ccccc2Cl)c2ccccc2S1 (configuration not stated)	6	0	7	0	-15	8	4
Cc1cccc(N2CCN(C(=O)/C=C/c3ccco3)CC2)c1C	·	·	0	1	3	·	·
CCOc1cc(C(=O)OCC(=O)Nc2cccc(S(=O)(=O)NC3=NCCCCC3)c2)cc(OCC)c1OCC	-4	1	-2	-8	3	·	12
C[C@@H]1CN([C@H](C)CO)S(=O)(=O)c2ccc(-c3cccnc3)cc2O[C@H]1CN(C)Cc1cccnc1	1	·	·	·	·	2[16.7 µM]	-46
CCN1CCN(c2ccc(NC(=O)c3cc(OC)c(OC)c(OC)c3)cc2)CC1	0	6	0	3	2	3	-2
Cc1cccc(NC(=O)C(C)N2C(=O)c3ccccc3S2(=O)=O)n1 (configuration not stated)	-4	5	-13	0	-4	0	4
O=C(c1cccc([N+](=O)[O-])c1)N1CCN(c2ncccn2)CC1	2	2	-17	6	-6	-14	-1
CC(C)CN(CC(C)C)CC(O)CN(c1ccccc1)S(=O)(=O)c1ccccc1[N+](=O)[O-] (configuration not stated)	1	1	4	3	2	6	-14
COc1ccc(NC(=O)N(C)C[C@@H]2OCCCC[C@@H](C)Oc3ccc(NC(=O)c4ccccc4)cc3C(=O)N([C@@H](C)CO)C[C@H]2C)cc1	-1	-13	-8	1	1	11[16.7 µM]	·
Cc1cccc(C)c1NC(=O)c1ccc2sc([C@@H]3O[C@H](CO)[C@H](O)[C@H](O)[C@H]3O)nc2c1	6	1	·	3	·	-4	10
CC1CN(CCS(=O)(=O)c2cc(Cl)ccc2Cl)CC(C)O1 (configuration not stated)	3	7	-1	-2	-3	-4	5
O=C(COC(=O)/C=C/c1cccc(F)c1)Nc1ccccc1-c1ccccc1	·	·	-9	-4	-1	·	·
COC1(C2=NCCN2)COc2ccccc2O1 (configuration not stated)	5	-2	-7	4	1	-3	2
COc1ccc(CNC(=O)C[C@H]2CC[C@@H](NC(=O)c3cccc(F)c3)[C@H](CO)O2)cc1	-7	-4	24	0	-2	·	9
CC(CCc1ccccc1)NC(=O)C1CCN(c2nnc(-n3cccc3)s2)CC1 (configuration not stated)	9	-1	6	8	-6	-9	-1
CCN(CCCNC(=O)CN(C)S(=O)(=O)c1cccc2nsnc12)c1ccccc1	0	1	4	·	·	-5	9
COc1ccccc1NS(=O)(=O)c1cccc(C(=O)NCC(C)(C)N2CCOCC2)c1	·	-1	1	5	1	·	·
O=C(C[C@H]1C[C@@H]2c3cc(NC(=O)C4CCC4)ccc3O[C@@H]2[C@@H](CO)O1)NCc1ccc(-c2ccccc2)cc1	5	-14	-3	0	23*	-2[16.7 µM]	22
CCOc1ccc(S(=O)(=O)Nc2ccc(C(=O)NCC3CCCO3)cc2)cc1 (configuration not stated)	-5	-2	3	-2	13	1	12
C=CC[C@]12C=C(OC)C(=O)C(OC)=C1O[C@@H](c1ccc3c(c1)OCO3)[C@H]2C	-4	-2	-14	5	3	3	2
Cc1ccc(NC(=O)COC(=O)CCC2CCCC2)c(Br)c1	5	·	·	-8	0	·	-10
CCc1nnc(NC(=O)CSc2nccn2-c2cc(C)cc(C)c2)s1	1	2	-13	-1	1	-3	-2
O=C(NCCN1CCOCC1)c1cccc(S(=O)(=O)N(Cc2ccccc2)c2ccccc2)c1	-2	·	2	-5	-3	·	-4
O=C(O)c1ccc(NC(C(=O)c2ccccc2)c2ccccc2)cc1 (configuration not stated)	·	1	15	3	·	-9	10
CC1=CC(C)(C)N2C(=O)C3(C(C#N)=C(N)Oc4cc(O)ccc43)c3cccc1c32 (configuration not stated)	-6	1	15	·	·	4	?
CCOCCCNS(=O)(=O)c1ccc2c(c1)CCN2C(C)=O	2	1	-2	·	·	26	-6
COc1ccc(CCN=C(N)NS(=O)(=O)c2ccc(OC)c(OC)c2)cc1OC	-5	-2	-2	-4	-1	·	5
COc1ccc(NCc2nnc(SCC(=O)N3CCCc4ccccc43)o2)cc1	-4	-8	8	·	·	-2	-1
O=S(=O)(NCC(c1ccco1)N1CCN(c2ccccc2)CC1)c1ccc(F)cc1 (configuration not stated)	·	1	0	·	·	3	·
CCc1c(C(=O)N/N=C/c2ccc(C)o2)csc1C	7	-1	·	·	·	-13	2
Cc1onc(-c2c(F)cccc2Cl)c1-c1nnc(-c2ccc(C(F)(F)F)cc2)o1	-2	-1	-3	-1	-1	4	-16
CCN(CC)CCCN1C=C2C(=O)C(C)(OC(=O)C3CCCC3)C(=O)C(c3ccccc3)=C2C=C1CCCC(=O)OC (configuration not stated)	-6	4	2	-2	·	-6	-19
COc1cc(-c2nc(CN3CCN(c4ncccn4)CC3)c(C)o2)ccc1F	·	·	0	-2	3	·	·
CCCCC(=O)N/C(N)=N/c1nc2ccccc2o1	·	·	-5	-2	4	·	·
N#Cc1ccc(NC(=O)CN2C(=O)NC3(CCCC3)C2=O)cc1	-8	0	-1	2	-6	-2	0
C[C@H](NC(=O)C[C@H]1C[C@@H]2c3cc(NC(=O)CC4CC4)ccc3O[C@@H]2[C@@H](CO)O1)c1ccccc1	1	0	-6	-3	-8	2[16.7 µM]	11
Cc1ccc(O)c(Cn2nnc3ccccc32)c1	12	1	12	4	·	·	-8
Cc1ccc(CNc2nc(C)cs2)cc1	46*	-1	·	6	-2	·	4
CCc1ccc(-c2nc(CS(=O)CC(=O)NCc3ccco3)c(C)o2)cc1 (configuration not stated)	-32	2	4	5	0	11	-2
Cc1cc2nc(-c3ccccc3)c(CC(C)(C)C)n2c(C)c1Br	-10	-4	·	5	-2	6	2
O=C(O)c1ccc2c(=O)n(-c3ccccc3)c(=S)[nH]c2c1	·	4	-2	1	0	-7	·
Cc1ccccc1CSCc1ccc(C(=O)NCCCN2CCOCC2)o1	·	0	-30	1	0	-2	·
O=C(NC(=S)NCc1ccccc1)c1cccnc1	4	2	-6	0	0	0	-18
O=C(CSc1nnc2ccccn12)NC(=O)NC1CCCCC1	-8	-1	-4	·	·	11	4

Other records follow:
mol	esBAF inh	Cneo AK release	ARNT TACC3 PPI	ERp5 inh	SIRT5 block	miR122 inh	Statin myotox sup
Cc1ccc(C(=O)N(CCN(C)C)CC2CCCN(Cc3ccccc3F)C2)cc1C (configuration not stated)	-4	-1	6	0	-5	4	0
Cc1nnc(SCC(=O)NCCC2=CCCCC2)[nH]c1=O	-6	-1	-1	-15	-4	-8	-8
C[C@@H]1CCCCO[C@@H](CN(C)S(=O)(=O)c2ccc(Cl)cc2)[C@@H](C)CN([C@H](C)CO)C(=O)c2cc(NC(=O)Nc3ccc4c(c3)OCO4)ccc2O1	-1	-14	-6	0	10	8[16.7 µM]	·
Nc1cc(Cl)nc(N/N=C/c2c(O)ccc3ccccc23)n1	·	·	0	-5	1	·	·
CC1CCN(CCCOc2ccc(OCc3ccccc3)cc2)CC1	·	-3	·	0	-1	-1	·
COC(=O)c1ccc(NC(=S)NCCCn2ccnc2)cc1	-8	3	15	-4	20*	22	1
O=C(C1CC1)N1CCCCN2[C@@H](CO)[C@@H](c3ccc(C#CC4CCCC4)cc3)[C@@H]2C1	2	6	30	-3	-2	10[16.7 µM]	-18
CC(NC(=O)c1ccc(N2CCNCC2)c([N+](=O)[O-])c1)C12CC3CC(CC(C3)C1)C2 (configuration not stated)	1	-3	-17	·	·	·	·
CNC(=O)C[C@@H]1CC[C@@H]2[C@H](COc3ccc(NC(=O)c4ccc(OC)cc4)cc3C(=O)N2C)O1	2	-2	6	2	1	7[16.7 µM]	2
Cc1cccc(Nc2nc(C)cc(C)c2C#N)c1	-4	-1	-6	2	-1	3	9
COc1ccc(CCNC(=O)Nc2nnc([C@H]3C[C@H](O)[C@@H](CO)O3)s2)cc1OC	11	-1	·	-2	·	-3	1
COc1ccc(C)cc1S(=O)(=O)N1CCCC(C(=O)N2CCOCC2)C1 (configuration not stated)	3	2	-4	7	8	-7	-3
CN1CCN(C(=O)C[C@@H]2CC[C@H]3[C@@H](COC[C@H](O)CN3Cc3cccc(-c4ccncc4)c3)O2)CC1	5	0	5	2	-3	1[16.7 µM]	11
COc1ccc(C)cc1S(=O)(=O)N(CC(=O)NCc1ccco1)c1ccc(C)cc1	3	1	13	4	0	·	0
FC(F)(F)c1cccc(-c2nnc3ccc(C(F)(F)F)cn23)c1	-1	0	-8	·	·	-8	0
CCC(=O)N1[C@@H]2c3ccc(C4=CCCCC4)c(=O)n3C[C@H]1[C@H](CO)[C@H]2C(=O)N[C@H](C)c1ccccc1	-1	-2	3	5	-22	-2[16.7 µM]	-14
O=S(=O)(c1ccccc1Cl)N1CCCC1c1nc(-c2ccc(Cl)cc2)no1 (configuration not stated)	·	-1	24	·	·	-1	·
COc1ccc(OC)c(CCNC(=O)CCCc2nnc3n(C)c(=O)c4sccc4n23)c1	-9	-1	5	-23	-2	0	-43
COc1ccc(N2CCN(C(=O)CCC(=O)c3cc(C)sc3C)CC2)cc1	·	·	12	4	-2	·	·
COc1ccc(C(C)=O)cc1COC(=O)c1ccc2c(c1)OCCO2	-2	0	-4	-3	-5	·	0
CCCCNC(=O)c1sc2nc(C)cc(COC)c2c1-n1cccc1	-6	2	6	·	·	9	-3

High-throughput results as filed in PubChem BioAssay.
